PPC-1+TRAIL kill – PPC-1 cancer cell killing with TRAIL present; PPC-1 cells + TRAIL, ATPLite viability luminescence; cell killing (% activity), % at 4 µM; 220,000 tested, 0.41% active;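 active means cell killing above 50% in the first pass at 4 µM, then a duplicate retest at 5 µM averaging 50% or more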;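 further: plate controls were cells with TRAIL plus DMSO for no effect and medium-only wells lacking cells for full effect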
CHOP inhibitor – inhibitors of CHOP induction in ER stress response; CHO-K1 CHOP-promoter luciferase, tunicamycin-induced, 15-18 h; inhibition, % at 10 µM; 220,000 tested, 3.8% active; AID 2732;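 active means compounds that reduced the stress-induced luciferase reporter signal by more than about 70% of percent inhibition, limit read from the data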;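 further: 0% = tunicamycin plus vehicle and 100% = wells without tunicamycin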
FXIa inh – blocks human coagulation factor XIa protease activity. P03951. purified FXIa, Boc-Glu-Ala-Arg-AMC fluorogenic substrate. inhibition, % at 5 µM. 220,000 tested, 0.14% active. AID 798;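 active means inhibition of at least 40%; inactive means inhibition below 40%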;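 further: fluorescence of freed AMC excited at 355 nm; 0% = enzyme without compound and 100% = no enzyme blank; many of its hits are not listed in these tables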
L929 necroptosis – blocks zVAD induced death of L929 cells; L929 zVAD necroptosis rescue, ATP luminescence, 24 h; with zVAD 60 µM; viability rescue, % at 10 µM; 220,000 tested, 0.38% active; AID 1377;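 active means activation, scaled between plate controls, above about 75%, limit read from the data; inactive means activation under that limit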;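 further: 0% = zVAD with DMSO and 100% = DMSO alone without zVAD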
EP2 antag – blocks the human prostaglandin E2 receptor EP2 | P43116 | C6 glioma cells expressing human EP2, cAMP TR-FRET; cells stimulated with saturating PGE2 | inhibition, % at 25 µM | 260,000 tested, 0.52% active | AID 1422;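 active means percent inhibition above 40 after rounding to a whole number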;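 further: rat C6 glioma host cells with rolipram phosphodiesterase inhibitor present; the protocol text gives 20 µM as final concentration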
Target sequence (P43116 whole entry, looked up): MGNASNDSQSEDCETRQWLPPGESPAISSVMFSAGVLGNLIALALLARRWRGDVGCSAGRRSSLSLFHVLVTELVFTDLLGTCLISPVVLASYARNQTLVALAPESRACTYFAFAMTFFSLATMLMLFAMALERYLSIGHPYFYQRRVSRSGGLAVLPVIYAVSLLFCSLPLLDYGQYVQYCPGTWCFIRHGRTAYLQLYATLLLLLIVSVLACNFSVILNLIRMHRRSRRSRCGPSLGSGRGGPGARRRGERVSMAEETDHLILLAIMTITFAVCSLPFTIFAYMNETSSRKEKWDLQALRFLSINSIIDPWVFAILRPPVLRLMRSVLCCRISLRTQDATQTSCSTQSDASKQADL
Tb hexokinase – blocks Trypanosoma brucei hexokinase 1 activity. recombinant TbHK1, G6PDH-coupled NADH A340. inhibition, % at 10 µM. 220,000 tested, 0.11% active. AID 1430;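 active means inhibition of 50% or more in the single-dose primary screen; inactive means inhibition below 50%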
Wee1 degr inh – blocks degradation of human Wee1 kinase | 220,000 tested, 1.2% active | AID 1321 | HeLa Luc-Wee1K328M stability, luciferase luminescence; 100% = proteasome inhibitor MG132 effect | P30291 | reporter increase, % at 5 µM;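 active means activation above the mean of all tested compounds plus 3 SD, set per screening run, cut at about 8.8% in these data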;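 further: cells exposed to compound for 20 h before luminescence read; 0% = DMSO alone and 100% = MG132 at 30 µM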
Target sequence (P30291 whole entry K328M): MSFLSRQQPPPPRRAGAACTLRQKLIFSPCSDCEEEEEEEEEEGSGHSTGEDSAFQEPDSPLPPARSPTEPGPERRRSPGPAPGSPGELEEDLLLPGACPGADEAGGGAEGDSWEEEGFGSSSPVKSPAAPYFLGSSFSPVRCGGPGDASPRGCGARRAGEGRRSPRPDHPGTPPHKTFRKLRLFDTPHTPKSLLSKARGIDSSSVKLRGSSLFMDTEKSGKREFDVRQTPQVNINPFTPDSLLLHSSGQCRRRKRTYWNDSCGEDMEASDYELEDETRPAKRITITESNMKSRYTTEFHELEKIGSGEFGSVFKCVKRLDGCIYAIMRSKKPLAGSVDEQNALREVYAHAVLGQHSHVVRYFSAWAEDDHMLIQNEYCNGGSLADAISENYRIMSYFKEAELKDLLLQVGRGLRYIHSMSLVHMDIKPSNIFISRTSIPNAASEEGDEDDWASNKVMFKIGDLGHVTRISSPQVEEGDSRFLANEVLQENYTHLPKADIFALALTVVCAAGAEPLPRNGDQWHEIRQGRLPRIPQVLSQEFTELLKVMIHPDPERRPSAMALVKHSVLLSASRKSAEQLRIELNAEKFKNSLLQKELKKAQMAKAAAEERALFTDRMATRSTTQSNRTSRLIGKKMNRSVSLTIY
TNF death inh – TNF-alpha cell death inhibition in Jurkat FADD-/- cells | Jurkat FADD-/- TNF necroptosis rescue, ATP luminescence, 24 h; 0 = TNF only, 100 = no-TNF cells | activation (protection from cell death), % at 10 µM | 220,000 tested, 0.068% active | AID 463075;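 active means activation, meaning protection from cell death, of at least 50% relative to plate controls; inactive means activation below 50%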;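 further: necroptosis triggered by 40 ng/mL TNF-alpha added together with compound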
FXIIa inh – blocks human coagulation factor XIIa protease activity; P00748; purified FXIIa, Boc-QGR-AMC fluorogenic substrate, 2 h; inhibition, % at 5 µM; 220,000 tested, 0.3% active; AID 800; in the data active means inhibition above about 40%;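 further: 0% = enzyme with no compound and 100% = blank without enzyme; many of its hits are not listed in these tables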
Active calls of the source: *; . = not tested or not shown; & = joins results of further samples. An excerpt; the hit share may differ from the screen's.

The first two compounds as a preview:
Each structure is followed by: PPC-1+TRAIL kill	CHOP inhibitor	FXIa inh	L929 necroptosis	EP2 antag	Tb hexokinase	Wee1 degr inh	TNF death inh	FXIIa inh
Cn1nc(-c2ccccc2)cc1NS(=O)(=O)c1ccccc1
    -4	30	-6	0.9	6	-8	0	3.1	-2
CCOC(=O)c1ccc(CN(Cc2ccccc2)S(=O)(=O)c2cccc([N+](=O)[O-])c2)cc1
    7	-17	2	0.6	2	4	-2	1.7	11

Main list, previewed entries included:
Each structure is followed by: PPC-1+TRAIL kill	CHOP inhibitor	FXIa inh	L929 necroptosis	EP2 antag	Tb hexokinase	Wee1 degr inh	TNF death inh	FXIIa inh
Cn1nc(-c2ccccc2)cc1NS(=O)(=O)c1ccccc1
    -4	30	-6	0.9	6	-8	0	3.1	-2
CCOC(=O)c1ccc(CN(Cc2ccccc2)S(=O)(=O)c2cccc([N+](=O)[O-])c2)cc1
    7	-17	2	0.6	2	4	-2	1.7	11
Cn1c(SCC(=O)N2CCCC2)nc2ccccc2c1=O
    8	3	19	-0.1	7	0	2	-1.0	28
N#Cc1cc2c(nc1SCc1cccc(Cl)c1)CCCCC2
    23	52	11	0.1	12	3	0	-8.5	22
CCOc1ccc(S(=O)(=O)Nc2cccc(N(C)S(C)(=O)=O)c2)cc1
    27	39	2	-0.8	9	4	-2	-6.3	16
Cn1cnc([N+](=O)[O-])c1Nc1ccccc1O
    19	27	7	0.1	13	11	3	-1.1	14
O=C(CN(Cc1ccccc1)S(=O)(=O)c1ccc(Br)cc1)NCc1ccco1
    9	20	2	-0.1	11	-1	-3	-1.6	8
NC(=S)NC1CC2C=CC1C2 (stereo unspecified)
    -1	14	0	-0.3	16	-6	-2	4.9	3
Cc1ccc(N2C(=O)C3CCC(c4ccccc4)CC3C2=O)cc1 (stereo unspecified)
    14	-16	-5	-0.2	9	3	-2	1.1	-1
CCn1c(COc2ccc(Cl)c(C)c2)nnc1SCC(=O)N1CCCC1
    15	31	-7	-0.6	14&18	2	0	-3.0	1
CC(C)(C)c1ccc(-c2conc2N)cc1
    16	13	3	-0.1	3	6	1	-3.0	9
COc1cc(C(=O)NCC(c2ccco2)N2CCCC2)ccc1OCc1c(C)noc1C (stereo unspecified)
    9	19	-5	1.7	12	-1	-2	-1.0	11
CCS(=O)(=O)Nc1cc(-c2nc3cccnc3s2)ccc1C
    34	38	1	49	9	-12	4	-0.1	15
CCn1nnnc1SCC(=O)Nc1ccc(OCc2ccccc2)cc1
    0	41	-1	0.8	3	-7	1	-0.6	4
O=C(COc1ccc(Cl)cc1Cl)Nc1c(-c2cccs2)nc2ccccn12
    1	85*	3	1.0	3	-15	5	5.3	12
CC(C)(C)c1cc(C(C)(C)C)cc(S(=O)(=O)CCc2ccccn2)c1
    26	70*	-1	0.1	11	-1	-1	-2.1	8
Cc1ccc(NC(=O)CCNS(=O)(=O)c2ccccc2)c(C(=O)c2ccccc2)c1
    -4	15	3	1.5	6	4	5	1.1	3
CC(C)Oc1cccc(C(=O)Nc2ccc(CN3CCOCC3)cc2)c1
    27	51	-7	-0.6	9	-2	1	-2.3	-3
Cc1ccsc1/C=N/N1CCOCC1
    -14	7	-6	1.4	7	-11	-3	-3.6	5
COc1ccccc1CCNC(=O)Nc1cccc([N+](=O)[O-])c1
    8	20	-4	1.9	4	0	-2	1.9	3
Cn1c(NCc2ccc(Cl)cc2)nc2ccccc21
    23	-17	-3	0.0	4	-1	1	3.9	6
O=C(NC1=NCCS1)c1cccc(OC(F)F)c1
    0	-11	-7	1.4	4	-3	11*	3.3	5
COc1ccc(-n2c(C)nc(=O)c(-c3ccccc3)c2C)cc1
    15	34	12	0.0	4	6	-2	2.9	17
COc1ccc(-n2c(=S)[nH]c3ncccc3c2=O)cc1
    -6	12	7	-0.8	-1	-3	-2	0.0	8
CCCn1nnnc1NC(=O)c1cc(Cl)ccc1Cl
    8	-24	5	0.4	11	-1	4	0.5	14
CCCCOc1cccc(C2C(C(=O)c3cccs3)=C(O)C(=O)N2Cc2cccnc2)c1 (stereo unspecified)
    6	-7	-1	1.4	14	-11	-2	0.8	7
Cc1ccc(-c2nnc(SCC#N)n2N)cc1
    0	18	-2	-0.1	7	-1	1	-0.4	14
Cc1ccc(C(NC(=O)N2CCCCC2)=C(Cl)Cl)cc1F
    -7	-9	8	-0.8	4	-4	-3	-8.1	8
O=C(c1ccc(-n2cccc2)cc1)N1CCCCC1
    6	-19	1	0.1	8	0	-2	1.1	6
O=C(NCc1ccco1)c1cnn2c1NC(c1ccc(Br)cc1)CC2C(F)(F)F (stereo unspecified)
    -6	26	2	0.2	15	-14	-1	-7.1	16
CCCCC(=O)OCCNC(=O)c1cc2ccccc2oc1=O
    -22	-8	-3	0.2	4	-6	-2	0.1	4
COc1ccc(-c2[nH]ncc2CN(C)Cc2cc(C)[nH]n2)c(F)c1
    -11	-8	-2	0.6	16	0	-3	1.3	6
COc1ccccc1N1CCN(C(=S)Nc2ccc(S(=O)(=O)N3CCOCC3)cc2)CC1
    18	59	-8	2.5	1	-17	-2	-4.3	-1
CCOc1ccc(OCCSc2nc3ccccc3[nH]2)cc1
    24	36	1	-0.9	21	0	-1	-0.3	6
CC(NC(=O)CSC1=NCCS1)c1ccccc1 (stereo unspecified)
    12	9	4	0.4	13	-12	0	1.3	8
CCNC(=S)N/N=C(\C)c1ccc2c(c1)OCCO2
    -4	-8	6	-0.1	10	-12	-1	-1.3	18
Cc1ccc(CN2C(=O)c3ccccc3C2C(=O)NCc2cccnc2)cc1 (stereo unspecified)
    17	24	1	-0.5	7	-4	-1	-0.4	-1
CCCn1c2ccccc2c2nnc(SC(CC)C(=O)Nc3cc(C)on3)nc21 (stereo unspecified)
    -4	-1	9	.	12	5	0	0.9	14
COc1ccc(N2CC(C)Cn3c2nc2c3c(=O)n(Cc3ccccc3)c(=O)n2C)c(OC)c1 (stereo unspecified)
    -1	2	-4	-0.3	2	-3	-1	-2.2	-7
COC(=O)/C(N=Nc1cccc(C(F)(F)F)c1)=C(\C)O
    -8	26	-5	-0.2	0	-31	6	-9.1	10
COc1cc2cc(CN(CCCO)S(=O)(=O)c3ccccc3)c(=O)[nH]c2cc1OC
    2	48	7	3.0	6	-20	-1	1.5	12
O=C(Cc1ccccc1)NCc1ccc(F)cc1
    14	0	7	0.2	5	1	1	4.6	16
Cc1cc(/C=N/NC(=O)C(O)(c2ccccc2)c2ccccc2)c(C)n1-c1ccc(C(=O)O)cc1
    -15	-2	5	0.0	11	5	-1	-1.2	1
Nc1ccc(Oc2ccc3c(c2)OCO3)cc1
    2	-5	-4	0.0	0	-1	1	-2.4	-3
CC(C)CCNC(=S)Nc1ccc([N+](=O)[O-])cc1
    48	38	2	1.1	5	-12	0	0.7	4
N/C(=N\OC(=O)CCCN1C(=O)c2ccccc2C1=O)c1ccccn1
    14	-6	3	2.5	1	1	2	-0.4	4
Cc1c(-n2c(SCC(C)C)nc3ccccc3c2=O)c(=O)n(-c2ccccc2)n1C
    -2	27	-2	-0.6	8	-5	0	-0.7	-7
COc1ccc2nc(NC(=O)C3CCCO3)sc2c1 (stereo unspecified)
    11	-12	3	5.4	4	-9	8	1.5	9
C/C(=N/Nc1cc(-c2ccccc2)nc(-c2ccccc2)n1)c1ccc(O)cc1
    16	75*	-3	0.8	5	-11	-2	0.9	4
C/C(CCN1CCc2nc(-c3ccccc3)c(-c3ccccc3)cc2C1)=N\O[C@@H](C)c1cn([C@H](CO)Cc2ccccc2)nn1
    5	30	11	-0.1	.	-5	-2	-1.1	16
Cc1cc(SCC(=O)NCCN2C(=O)CSC2=O)nc2c(C)cccc12
    14	10	-5	0.9	9	17	0	1.0	6
O=C1CCCc2c1cc(C(=O)NCc1ccco1)c(=O)n2-c1ccccc1
    9	19	-9	0.7	12	-13	-2	0.8	15
CCN(CC)S(=O)(=O)c1ccc(N=Nc2c(C)[nH]n(C(N)=S)c2=O)cc1
    14	2	10	-0.3	16	-17	6	-2.7	15
CC(C)CCNC(=O)COc1cccc2c1OC(C)(C)C2
    -5	10	-1	3.5	1	1	1	0.8	7
O=C(COC(=O)c1ccccc1Oc1ccccc1)NC1CC1
    -5	11	-4	0.1	5	-1	-5	0.6	0
O=C(CN1CCN(c2ccccn2)CC1)NC1CCCCC1
    16	27	5	0.7	15	4	2	0.8	14
Brc1ccc(-c2csc3[n+]2CCCCC3)cc1
    .	0	-4	2.2	7	-1	-5	0.6	-3
CCN1CCN(c2oc(-c3ccc([N+](=O)[O-])cc3)nc2C#N)CC1
    28	55	1	-1.3	6	-21	5	1.3	10
CCOC(=O)C(NC(=O)Nc1ccc(Cl)cn1)(Oc1ccccc1)C(F)(F)F (stereo unspecified)
    -8	-4	-7	0.9	6	-15	-2	2.1	7
CN1CCN(c2ccc([N+](=O)[O-])c(Sc3nc4ccccc4[nH]3)c2)CC1
    -1	7	-7	-0.6	.	-15	1	-10	-3

Next section.
Each structure is followed by: PPC-1+TRAIL kill	CHOP inhibitor	FXIa inh	L929 necroptosis	EP2 antag	Tb hexokinase	Wee1 degr inh	TNF death inh	FXIIa inh
CCCC/C(C)=N/NC(=O)Nc1ccccc1
    8	6	-9	-0.4	12	0	4	-2.5	3
COc1ccc(/C=N/NC(=O)C(Cc2c[nH]c3ccccc23)NC(=O)OCC(C)C)cc1[N+](=O)[O-] (stereo unspecified)
    14	42	0	-0.2	.	-5	3	-5.4	10
CC(C)n1c(N2CCN(C(=O)Nc3ccc(Cl)cc3)CC2)nc2ccccc21
    4	45	-6	5.6	9	-3	-1	0.6	5
COc1ccc(S(=O)(=O)N(C(=O)c2ccco2)c2cc3sc(=O)oc3c3ccccc23)cc1
    -4	85*	6	0.8	4	-2	-1	-6.1	8
Fc1ccccc1N=C1NN=C(c2ccccc2)CS1
    6	2	-4	0.4	6	-29	-1	-1.1	1
Nc1nc(-c2ccc(Cl)cc2)cn1N
    13	16	10	-0.3	6	4	-1	-1.8	15
CC1(c2ccccc2)CC(C)(C)N(C(=O)c2cc([N+](=O)[O-])cc([N+](=O)[O-])c2)c2ccccc21 (stereo unspecified)
    4	29	3	-0.6	1	28	-4	0.8	1
Nc1nnc(COc2ccc(Br)cc2Br)s1
    17	-57	5	3.2	6	-2	7	-0.4	11
COc1cccc(-c2cc(C(=O)NCC3CCCO3)c3ccccc3n2)c1 (stereo unspecified)
    20	27	-4	0.8	13	15	-1	2.7	3
CCN(CC)CCNC(=O)c1c(O)c2cccc3c2n(c1=O)CCC3
    5	-22	-4	3.5	4	-12	0	4.6	10
COc1cc(OC)cc(C(=O)N2CCN(C(=O)Cc3ccccc3)CC2)c1
    3	19	2	0.6	8	-1	1	0.0	12
COC(=O)c1ccccc1NC(=O)C12CC3CC(C1)CC(n1cnc(Cl)n1)(C3)C2
    16	38	10	0.3	12	0	1	-0.2	11
COC(=O)c1[nH]c2ccccc2c1NC(=O)CNC1CCCCC1
    6	35	3	0.5	6	-1	-3	-11	14
O=C(O)c1cccnc1SCc1cn2cc(Cl)ccc2n1
    -20	3	5	1.1	0	-8	1	5.2	6
CC(OC(=O)CNS(=O)(=O)/C=C/c1ccccc1)C(=O)Nc1ccc(S(=O)(=O)N2CCCC2)cc1 (stereo unspecified)
    18	29	12	0.7	9	2	0	1.2	19
Cc1cccc(NC(=O)c2nc[nH]c2C(=O)NCC(=O)OC(C)(C)C)c1
    0	58	4	1.3	8	-8	.	1.1	4
c1ccc2c(c1)C(=Nn1cnnc1)c1ccccc1-2
    -20	12	-9	0.4	28	-11	1	-4.0	-20

Compound activity from PubChem.
